# Bioassay records: PubChem, several laboratories
# VIM-2 inhibitor: VIM-2 metallo-beta-lactamase inhibitors, primary screen, biochemical, epi-absorbance readout, Pseudomonas aeruginosa enzyme | purified VIM-2, nitrocefin hydrolysis, epi-absorbance fluorescence | inhibition, % at 5.6 µM | 290,000 tested, 0.89% active;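 active = inhibition above the mean of all tested compounds plus 3 SD, cutoff set per screening run, cut at about 7.5% in these data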;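 note: red hydrolysis product quenches plate fluorescence so inhibitors raise well fluorescence; 0% = enzyme with DMSO and 100% = DMSO without enzyme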
# SUMO HTRF inh: inhibitors of in vitro SUMOylation cascade, primary screen, biochemical, HTRF, uHTS. 290,000 tested, 0.36% active. inhibition, % at 35 µM. SUMO-conjugating enzyme UBC9 (Homo sapiens), P63279. HTRF SUMOylation assay, SAE1/SAE2 + UBC9. AID 2006, 2009; in the data active = inhibition above about 50%, passing the limit was not always enough; note: strong numbers were not always called active
# IMP-1 inh: IMP-1 metallo-beta-lactamase inhibitors, primary screen, biochemical, epi-absorbance readout, Pseudomonas aeruginosa enzyme. metallo-beta-lactamase IMP-1 (Pseudomonas aeruginosa). purified IMP-1, nitrocefin hydrolysis, epi-absorbance fluorescence. inhibition, % at 5.6 µM. 290,000 tested, 0.45% active;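 active = inhibition above the mean plus 3 SD of all compounds in the same screening run, cut at about 4.5% in these data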;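 note: 0% = IMP-1 with DMSO and 100% = DMSO wells lacking enzyme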
#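 System: Purified IMP-1 | Read-out basis: Percent enzyme inhibition | Controls: IMP-1 with DMSO as 0%, enzyme-free DMSO as 100% | Replicates: One well per compound | Doses: 5.6 µM nominal single concentration | Detection: Epi-absorbance fluorescence, 480 nm excitation, 530 nm emission | Incubation: 25 °C, 15 min preincubation, 25 min reaction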
# IDE inh: human IDE inhibitors in live cells, primary screen, fluorescence polarization, HEK cells, FAbetaB substrate | FAbetaB cleavage | 320,000 tested, 0.41% active | Insulin-degrading enzyme (Homo sapiens), P14735 | inhibition, % at 5.59 µM;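 active = percent inhibition above the average of all tested compounds plus 3 SD, set per screening campaign, cut at about 16% in these data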;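 note: IDE supplied by intact live HEK cells; FP after avidin binding of uncleaved biotin substrate so inhibition keeps polarization high; 0% = DMSO wells and 100% = 60 µM reference IDE inhibitor Ii1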
# HCV NS3 hel inh: inhibitors of HCV NS3 helicase, primary screen, biochemical, Cy5 molecular beacon fluorescence; Hepatitis C virus NS3 helicase; NS3 helicase DNA unwinding; inhibition, % at 10.9 µM; 290,000 tested, 0.56% active; AID 1800, 2009;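 active = inhibition above the mean of all tested compounds plus 3 SD, set per campaign, cut at about 35% in these data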;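 note: 0% = DMSO wells and 100% = thioflavine S control wells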
#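 Control set: DMSO versus 110 µM thioflavine S; Material: NS3 helicase fragment of HCV; Measured by: Cy5 fluorescence at 0 and 60 min, beacon hairpin quenching; Read-out basis: percent inhibition from t60/t0 fluorescence ratio; Times: reaction time 60 min, 25 °C; Repeats: single replicate; Compound dosing: single dose, 10.9 µM nominal final, DMSO 0.8% final.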
# pCIP destab: p/CIP-EGFP fusion destabilizers, primary screen, fluorescence, F442A cells | 290,000 tested, 0.01% active | 16 h | AID 1984, 2009 | decrease of EGFP signal, % at 10 µM | Q05BA5;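 active = EGFP signal decrease of at least 30% at 10 µM or well 3 SD below plate mean, unless failing retest; inactive = the rest, including hits failing retest or dose response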; note: some compounds called inactive have numbers as strong as hits; many of its hits are not listed in these tables
# Target sequence (Q05BA5 1-1403): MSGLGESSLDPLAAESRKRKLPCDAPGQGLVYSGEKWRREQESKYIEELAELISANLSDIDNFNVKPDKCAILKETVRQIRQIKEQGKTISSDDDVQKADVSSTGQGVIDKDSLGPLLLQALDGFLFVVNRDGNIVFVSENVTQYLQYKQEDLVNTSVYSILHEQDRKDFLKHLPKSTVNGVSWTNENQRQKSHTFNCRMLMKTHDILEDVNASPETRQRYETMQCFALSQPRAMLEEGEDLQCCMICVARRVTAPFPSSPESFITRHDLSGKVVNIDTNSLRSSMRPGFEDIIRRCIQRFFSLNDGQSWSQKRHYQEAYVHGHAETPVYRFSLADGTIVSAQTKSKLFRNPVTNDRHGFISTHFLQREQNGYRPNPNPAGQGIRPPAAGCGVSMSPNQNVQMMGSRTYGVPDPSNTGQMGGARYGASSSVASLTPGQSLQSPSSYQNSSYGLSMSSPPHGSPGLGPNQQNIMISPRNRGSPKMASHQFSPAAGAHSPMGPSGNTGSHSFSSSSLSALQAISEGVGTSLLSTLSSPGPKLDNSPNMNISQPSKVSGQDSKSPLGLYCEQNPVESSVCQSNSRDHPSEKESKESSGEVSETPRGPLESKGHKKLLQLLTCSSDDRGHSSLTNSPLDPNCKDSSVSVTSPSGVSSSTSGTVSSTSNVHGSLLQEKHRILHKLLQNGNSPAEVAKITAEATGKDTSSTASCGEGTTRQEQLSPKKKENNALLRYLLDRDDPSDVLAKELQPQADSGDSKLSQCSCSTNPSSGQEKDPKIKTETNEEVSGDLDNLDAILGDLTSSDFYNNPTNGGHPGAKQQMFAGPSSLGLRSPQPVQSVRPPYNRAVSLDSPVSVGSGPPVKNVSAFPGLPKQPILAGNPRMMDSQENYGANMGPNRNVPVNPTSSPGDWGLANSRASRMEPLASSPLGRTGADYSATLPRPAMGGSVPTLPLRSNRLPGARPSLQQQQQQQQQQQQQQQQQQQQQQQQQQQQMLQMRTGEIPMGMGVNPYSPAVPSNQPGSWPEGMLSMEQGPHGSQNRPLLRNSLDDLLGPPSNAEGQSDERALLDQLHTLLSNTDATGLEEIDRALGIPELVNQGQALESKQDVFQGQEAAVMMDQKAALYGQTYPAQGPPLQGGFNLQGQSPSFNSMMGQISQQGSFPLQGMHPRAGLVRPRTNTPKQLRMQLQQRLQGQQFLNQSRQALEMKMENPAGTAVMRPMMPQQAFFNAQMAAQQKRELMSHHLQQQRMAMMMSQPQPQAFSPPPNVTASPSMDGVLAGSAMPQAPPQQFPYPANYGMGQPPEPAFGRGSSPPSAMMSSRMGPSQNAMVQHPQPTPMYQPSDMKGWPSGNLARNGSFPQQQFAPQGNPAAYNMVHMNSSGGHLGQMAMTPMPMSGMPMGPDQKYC
# FID counter: compounds displacing fluorescent DNA intercalator, primary screen, artefact control for HCV NS3 helicase inhibitor project, biochemical, FID fluorescence; DNA fluorescent intercalator displacement; inhibition, % at 7.9 µM; 290,000 tested, 0.17% active; in the data active = inhibition above about 37%;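 note: 0% = vehicle and 100% = reference compound; higher means more ethidium bromide displaced from hairpin DNA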
# IDE act: human IDE activators in live cells, primary screen, fluorescence polarization, HEK cells, FAbeta-B substrate; Insulin-degrading enzyme (Homo sapiens), P14735; FAbeta-B cleavage; 0% vehicle, 100% cell-free pure enzyme wells; activation, % at 5.96 µM; 340,000 tested, 0.073% active; AID 493087, 2011;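 active = activation above the mean of all tested compounds plus 3 SD, set per screening campaign, cut at about 17% in these data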
# PfM18AAP inh: PfM18AAP inhibitors, malaria aminopeptidase, primary screen, biochemical, QFRET, recombinant enzyme; M18 aspartyl aminopeptidase (Plasmodium falciparum 3D7); H-Glu-NHMec fluorogenic cleavage; inhibition, % at 7.35 µM; 290,000 tested, 1.2% active; AID 1822, 2009;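 active = inhibition above the campaign mean inhibition over all tested compounds plus 3 SD, cut at about 28% in these data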;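 note: 0% = plate median of test compound wells and 100% = 2 mM ZnCl2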
# * marks the source's active call; other numbers are inactive results; . = no result given.
SMILES,VIM-2 inhibitor,SUMO HTRF inh,IMP-1 inh,IDE inh,HCV NS3 hel inh,pCIP destab,FID counter,IDE act,PfM18AAP inh
CC(NC(=O)c1ccc(Br)cc1)c1ccccc1 (configuration not stated),-1.9,-23,-0.6,9,0,8,-3,0,2
COc1ccc(CNC(=O)Cn2nc(C(F)(F)F)c(Br)c2C)cc1,-0.7,24,-5.0,-3,7,2,-8,-2,-5
CCOc1ccc(Cc2nnc(SCC(=O)c3ccc(OC)cc3)o2)cc1,-0.1,-3,-2.2,8,-11,6,-5,-2,-1
C=C(C)C(=O)Nc1cccnc1Oc1ccc(F)cc1F,-0.3,4,-2.3,0,-2,4,-4,2,-11
Cc1ccc(N(C)S(=O)(=O)c2cccc(C(=O)Nc3nc4ccccc4[nH]3)c2)cc1,-7.5,-29,-5.3,-1,-6,-5,-20,5,-4
O=C(CN1CCCCC1)Nc1ccc(NC(=O)c2ccc(Cl)cc2)cc1Cl,-2.2,20,-4.0,3,-2,3,1,0,-5
Cc1ccc(S(=O)(=O)N2CCCCC2)cc1NC(=O)COC(=O)c1c(F)cccc1F,-2.9,59,-2.7,1,0,22,-19,0,-1
O=C(CCc1nnc(-c2ccc3c(c2)OCO3)o1)NC(c1ccccn1)C(F)(F)F (configuration not stated),-2.2,13,-1.6,3,1,-4,-15,3,9
CCOC(=O)c1cc(-c2ccccc2)n(CC(=O)O)c1C,-3.1,-2,-3.8,7,8,-2,-15,-1,3
COc1cc(CCC(=O)OCC(=O)Nc2ccc(C(N)=O)cc2)cc(OC)c1OC,-2.4,12,-1.3,2,10,-10,-16,0,-6
COc1cc(OC)cc(C(=O)n2nc(C)cc2C)c1,-2.1,6,-1.2,6,-1,2,-2,2,2
O=C(CN1CCN(S(=O)(=O)c2ccc(F)cc2)CC1)Nc1ccc2c(c1)OCO2,-4.0,20,-4.2,6,-19,-10,-20,1,-6
CCCc1cc(=O)oc2cc(OCC(=O)Nc3ccc(S(N)(=O)=O)cc3)ccc12,-1.1,.,15*,3,27,14,-21,8,0
COc1cc2c(cc1NC(=O)CSc1ccc(Cl)cc1)oc1ccccc12,-2.4,0,-1.2,4,12,-3,-6,2,2
Cc1cc(F)ccc1N1CCC(N2CCN(C(C)C)C(CCO)C2)CC1 (configuration not stated),1.6,8,0.6,-1,-6,-1,21,-7,-1
CCc1cccc(NS(=O)(=O)c2ccc3c(c2)NC(=O)C(C)S3)c1 (configuration not stated),0.5,-4,1.0,0,13,-11,-17,-3,11
CCN(CC)S(=O)(=O)c1ccc(N2CCOCC2)c(C(=O)O)c1,-2.0,1,-1.9,-3,-3,-2,0,5,0
Cc1c(Cl)cccc1NC(=O)C1CCN(c2cnccn2)CC1,-3.1,4,-3.1,-4,-1,-17,-10,1,10
CCC(=O)NC(=S)Nc1c(C)cc(Br)cc1C,0.2,-4,-1.6,-3,-2,-14,-7,6,-15
CCc1ccc(NC(=O)C(=O)NCCOc2ccccc2Cl)cc1,-1.7,7,-0.9,0,9,4,-4,5,-11
O=C(CCCc1c[nH]c2ccccc12)N1CCN(S(=O)(=O)c2cccs2)CC1,0.5,15,-2.7,6,3,-14,-6,3,4
O=[N+]([O-])c1cc(/C=N/O)ccc1Oc1ccccc1Cl,-1.1,17,-2.0,-6,5,12,6,-2,0
Cc1cc([N+](=O)[O-])nn1CC(=O)NCc1ccccc1,-0.2,19,-1.8,-3,2,-1,-6,7,-13
C[N+]1=C(/C=C/Nc2ccccc2Cl)C(C)(C)c2ccccc21,-2.5,-9,-2.0,1,8,-14,-3,0,-1
O=C(CCn1c2c(c3ccccc31)CCCC2)NNC(=O)c1cccc([N+](=O)[O-])c1,-2.2,-1,0.7,-1,6,-6,9,7,-7
O=C(CSc1nccn1Cc1ccco1)Nc1ccc(F)cc1,0.2,4,0.7,3,1,-12,-5,4,-11
Cc1ccc(Cl)cc1NC(=O)N(C)CCO,-1.4,14,-3.3,6,-1,13,-1,5,-4
CCc1ccc(N(CC(=O)NC)S(C)(=O)=O)cc1,-3.5,24,-4.4,-2,5,-11,0,9,3
COc1ccc(-c2cc3nc(C)c(CCC(=O)NC(C)CCc4ccco4)c(C)n3n2)c(OC)c1 (configuration not stated),-3.0,-1,-2.8,1,-7,-22,-36,0,3
Cc1ccc(S(=O)(=O)N2CCN(C(=O)CN3C(=O)NC4(CCOc5ccccc54)C3=O)CC2)cc1 (configuration not stated),-3.4,15,-4.0,5,-4,-3,-35,-1,-4
CN(C)CCn1c(C(=O)Nc2ccccc2)cc2ccccc21,-3.2,-18,-2.7,5,-11,4,6,5,2
Cc1cc(C)nc(/N=C(/NC(=O)Nc2cccc(Cl)c2)Nc2ccccc2)n1,-7.7,18,-0.7,4,-1,-4,4,2,-2
CC1CCN(C(=O)CCCOc2ccc(Cl)cc2)CC1,-3.5,15,-3.9,8,13,-8,-21,-3,5
CC(=O)c1cccc(OCc2cc(C(=O)N3CCSCC3)no2)c1,0.1,-4,-2.7,1,-2,-4,-20,-1,3
CCCCC(=O)Nc1cccc(-c2nc3ncccc3o2)c1C,2.8,16,1.3,1,13,-16,-14,-2,-3
Cc1ccc(Cn2c(SCCN3CCOCC3)nc3c2c(=O)n(C)c(=O)n3C)cc1,-1.4,16,-4.5,4,-16,0,-19,-2,3
Cc1c(Br)c([N+](=O)[O-])nn1CC(=O)N1CCc2ccccc2C1,0.9,-4,-1.4,6,-35,-10,4,3,-15
CC(NS(=O)(=O)/C=C/c1ccccc1)C(=O)O (configuration not stated),1.4,4,-0.7,2,-1,-2,3,0,-3
Cc1noc(C)c1C(=O)N1CCCC(C(=O)c2cccc(OC(C)C)c2)C1 (configuration not stated),-7.0,-6,-2.3,4,4,2,-34,-5,4
COc1ccccc1N1CCN(CC(=O)c2c(N)n(C)c(=O)n(C)c2=O)CC1,-0.6,-12,-1.1,0,1,-3,3,7,-2
CCS(=O)(=O)Nc1cccc(-c2cn3c(n2)SCC3)c1,-1.8,14,-2.8,7,0,-16,-6,4,1
CCCCN(C(=O)CCCc1nc2ccccc2c(=O)[nH]1)c1c(N)n(CCCC)c(=O)[nH]c1=O,0.0,3,-1.8,5,-5,-3,-18,6,-1
CCCCCNC(=O)CSC1=N/C(=C\c2ccc(Cl)c(Cl)c2)C(=O)N1CC,-1.1,17,-3.9,4,5,4,-2,7,7
CSc1ccccc1NC(=O)N1CCC(CO)(CC2CCCCO2)CC1 (configuration not stated),-3.1,7,-2.2,2,5,0,-14,5,-8
Cc1cccc(NCC(=O)N/N=C/c2cccc(Br)c2)c1,-1.0,2,0.9,6,-8,16,-12,-4,-4
COc1ccc(N=CC2=C(O)c3ccccc3C2=O)cc1,-2.4,20,-4.6,2,-3,-6,-4,-2,0
O=C(NNC(=O)C1CC(c2cccs2)=NO1)Nc1ccc(Cl)cc1 (configuration not stated),-6.5,-9,-3.0,-1,-14,-3,-7,-3,1
O=C(CCN1C(=O)c2ccc(Br)cc2C1=O)NC1CCCCC1,-1.6,-1,-4.1,-3,-6,-6,-22,5,-2
CSc1nc(C)cc(OCNC(=O)c2cccs2)n1,1.1,-2,0.0,-2,14,12,1,-2,1
Cc1cc(C)c2c(CN3CCN(Cc4ccc5c(c4)OCO5)CC3)cc(=O)oc2c1C,0.0,11,-0.6,-2,-4,-7,-1,2,6

# Part of the list above in a different format:
# Second line of a record – VIM-2 inhibitor | SUMO HTRF inh | IMP-1 inh | IDE inh | HCV NS3 hel inh | pCIP destab | FID counter | IDE act | PfM18AAP inh
- Cc1cc(C)c2c(CN3CCN(Cc4ccc5c(c4)OCO5)CC3)cc(=O)oc2c1C
→ 0.0 | 11 | -0.6 | -2 | -4 | -7 | -1 | 2 | 6
- O=C(NNC(=O)C1CC(c2cccs2)=NO1)Nc1ccc(Cl)cc1 (configuration not stated)
→ -6.5 | -9 | -3.0 | -1 | -14 | -3 | -7 | -3 | 1

# Following part:
SMILES,VIM-2 inhibitor,SUMO HTRF inh,IMP-1 inh,IDE inh,HCV NS3 hel inh,pCIP destab,FID counter,IDE act,PfM18AAP inh
Cc1cccc(NC(=O)C2CC(=O)N(c3ccccc3)C2)c1C (configuration not stated),-1.4,8,-2.0,4,-4,-13,-2,3,-1
Cn1nc(C(=O)NCc2cccc(Cl)c2)c2c1-c1ccccc1S(=O)(=O)C2,-0.5,5,0.0,0,-9,-6,-16,-4,-3
CSc1nc(-c2ccc(Cl)cc2)c(C#N)c(=O)[nH]1,-3.9,-7,0.0,7,-12,2,-16,3,-3
COc1ccc(Cn2ccnc2SCC(=O)Nc2ccccc2)cc1,-3.6,17,-2.8,0,-18,-20,-15,-5,-14
CCc1[nH]c(=S)c(C#N)c(-c2ccccc2)c1C(=O)OC,-3.9,-2,-3.3,1,17,0,-10,-3,6
C=CCN(c1ccc(C(=O)NC(C)C)cc1)S(C)(=O)=O,0.6,25,-0.7,-1,7,-10,-3,2,6
COC(=O)c1cccc(NC(=O)c2cnoc2C)c1,-1.4,19,-7.4,5,1,-3,-3,4,-7
O=C1CC(N(Cc2ccc3c(c2)OCO3)C(=O)Nc2ccc(F)cc2)C(=O)N1c1ccccc1 (configuration not stated),-0.7,-13,-0.8,-2,-14,8,-8,4,-3
O=C(CSc1nnc(-c2cccnc2)n1-c1ccc(F)cc1)NCc1ccc2c(c1)OCO2,-0.3,16,-0.3,12,3,8,-27,-25,0
Cc1cc(C)nc(SCC(=O)Oc2ccc3oc(=O)cc(C)c3c2)n1,1.0,28,-5.0,0,5,2,3,4,7
O=C(O)c1ccc(CN2CCCCC2)o1,-3.5,8,-3.2,-2,-11,0,1,2,2
Clc1cc(Br)ccc1NCc1cccnc1,-2.6,-12,-3.2,1,-4,-4,-13,5,6
OC1(c2ccccc2F)CCN(Cc2nnnn2CCc2ccccc2)CC1,-4.0,-6,-6.1,2,-1,5,-24,-4,-10
CCC(C)[C@H](NC(=O)NC1CCCc2ccccc21)C(=O)OC (some centres not stated),-3.1,17,-2.9,5,1,-3,-15,3,-3
C/C(=N\NC(=O)c1cc(C2CC2)nc2ccccc12)c1ccc(O)cc1O,-1.6,1,-1.8,5,27,-8,-17,1,17
COc1cc(SC)ccc1C(=O)Nc1nc(C)cs1,1.0,-44,1.5,-1,2,10,-4,3,1
COC(=O)Nc1ccc(Cc2ccncc2)cc1,-2.9,11,-2.4,-4,-4,1,-3,0,5
O=C(O)c1ccc(OCC2CCCO2)cc1 (configuration not stated),-2.8,5,-1.5,1,9,-2,-1,1,-2
Cc1cc(C)n(-c2nc(Nc3ccccc3C)nc(-n3nc(C)cc3C)n2)n1,1.1,28,-2.1,0,5,-9,-7,.,-6
